Bioassay records deposited in PubChem BioAssay by several laboratories.
Rtt109 HAT inh: inhibitors of C. albicans Rtt109/Vps75 HAT, primary screen, biochemical, ThioGlo CoA-SH fluorescence, plate reader | Histone acetyltransferase RTT109 (Candida albicans (strain SC5314 / ATCC MYA-2876)), … | purified Rtt109/Vps75, 4 h | inhibition, % at 34.9 µM | 330,000 compounds, 0.16% hits;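 active means inhibition of at least 50% in every replicate; inconclusive means best replicate reaches 50% inhibition but some replicates fall short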
Target sequence (Q5AAJ8 whole entry, looked up): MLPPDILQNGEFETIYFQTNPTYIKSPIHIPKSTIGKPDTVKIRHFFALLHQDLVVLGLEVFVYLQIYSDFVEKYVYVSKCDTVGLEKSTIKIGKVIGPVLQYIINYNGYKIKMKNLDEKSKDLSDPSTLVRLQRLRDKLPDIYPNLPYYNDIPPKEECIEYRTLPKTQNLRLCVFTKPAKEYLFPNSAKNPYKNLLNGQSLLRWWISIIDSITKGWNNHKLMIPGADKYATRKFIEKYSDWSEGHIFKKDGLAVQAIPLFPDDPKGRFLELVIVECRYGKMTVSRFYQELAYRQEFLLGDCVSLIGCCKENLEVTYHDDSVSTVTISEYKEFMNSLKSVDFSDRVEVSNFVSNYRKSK
AddAB inh: growth inhibition of E. coli expressing H. pylori AddAB, primary screen, AddAB inhibitor project, absorbance | 330,000 compounds, 0.29% hits | inhibition, % at 11.9 µM; in the data active means inhibition above about 12%;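 further: 0% = vehicle wells of infected cells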
Wnt bcat act: Wnt/beta-catenin pathway activators, primary screen, cell-based, plate reader, single point | Wnt/beta-catenin reporter cell assay, activator | activation, % at 9.35 µM | 300,000 compounds, 1.2% hits | AID 743398, 2014; in the data active means activation above about 30%, passing the limit was not always enough; inconclusive means no clear call, values can overlap the other calls;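 further: 0% = neutral control wells and 100% = positive control wells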
phage Ecoli inh: growth loss of phage-infected E. coli, primary screen, RecBCD inhibitor project, absorbance, with phage, HTS; inhibition, % at 11.9 µM; 360,000 compounds, 0.26% hits; in the data active means inhibition above about 11%
PfHsp90 yeast 2: growth inhibition of PfHsp90-expressing yeast, primary screen, antimalarial PfHsp90 inhibitor project, S. cerevisiae, BacTiter-Glo luminescence, single point, set 2; BacTiter-Glo ATP, 48 h; yeast lacking PDR1 and PDR3 efflux regulators; inhibition, % at 9.4 µM; 310,000 compounds, 0.32% hits; AID 504621, 2011;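 active means every replicate shows inhibition above about 80%, whatever the replicate mean, limit read from the data; inconclusive means mean inhibition reaches the set limit but some replicate falls short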;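 further: 0% = DMSO neutral controls and 100% = 20 µM radicicol positive controls; yeast relying on Plasmodium falciparum Hsp90 in place of its own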
PvdQ acylase: P. aeruginosa PvdQ acylase inhibitors, primary screen, biochemical, fluorescence, plate reader and imaging, single point | PvdQ acylase [Pseudomonas aeruginosa LESB58] | purified PvdQ acylase | inhibition, % at 10 µM | 340,000 compounds, 0.063% hits; in the data active means inhibition above about 30%, passing the limit was not always enough; inconclusive means no clear call, values can overlap the other calls;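 further: 0% = vehicle neutral wells and 100% = reference inhibitor wells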
Ecoli viability: E. coli V3065 growth inhibition, primary screen, counter-screen for AddAB inhibitor project, absorbance, OD600; AID 449728, 2010; 18 h; inhibition, % at 11.9 µM; 330,000 compounds, 0.27% hits;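 active means inhibition above the campaign's mean inhibition across all tested compounds plus 3 SD, cut at about 9.9% in these data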;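 further: uninfected addAB+ strain grown without phage in ampicillin broth; 0% = DMSO wells and 100% = ciprofloxacin 0.95 µg/ml wells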
CAL PDZ inh: CAL PDZ peptide-binding inhibitors, primary screen, biochemical, fluorescence polarization, Cer-tagged CAL PDZ, HTS | purified CAL PDZ, TMR-peptide fluorescence polarization, 1 h | Golgi-associated PDZ and coiled-coil motif-containing protein (Homo sapiens), Q9HD26 | inhibition, % at 20 µM | AID 504414, 2011 | 330,000 compounds, 0.02% hits;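 active means highest replicate inhibition of at least 40%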;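 further: plate controls were DMSO neutral control wells for no effect and unlabeled competitor peptide control wells for full effect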
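Test system: tagged CAL PDZ domain / Buffer or medium: sodium phosphate/NaCl buffer pH 7.4 with TCEP, IgG, Thesit / Reagent: TMR-labelled reporter peptide T*-PRC34 bound in PDZ groove / Compound dosing: single point, 20 µM / Schedule: 1 h incubation at room temperature before polarization reading / Technique: fluorescence polarization (mP) / Benchmarks: unlabelled peptide, DMSO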
DAGLB inhibitor: DAGLB lipase inhibitors, primary screen, biochemical, fluorescence, HTS; HEK293T DAGLB membrane lysate, EnzChek fluorogenic substrate; 340,000 compounds, 0.059% hits; inhibition, % at 5.17 µM; Diacylglycerol lipase-beta (Homo sapiens), Q8NCG7; in the data active means inhibition above about 34%;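 further: 0% = enzyme with vehicle and 100% = wells lacking enzyme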
Target sequence (Q8NCG7 whole entry, looked up): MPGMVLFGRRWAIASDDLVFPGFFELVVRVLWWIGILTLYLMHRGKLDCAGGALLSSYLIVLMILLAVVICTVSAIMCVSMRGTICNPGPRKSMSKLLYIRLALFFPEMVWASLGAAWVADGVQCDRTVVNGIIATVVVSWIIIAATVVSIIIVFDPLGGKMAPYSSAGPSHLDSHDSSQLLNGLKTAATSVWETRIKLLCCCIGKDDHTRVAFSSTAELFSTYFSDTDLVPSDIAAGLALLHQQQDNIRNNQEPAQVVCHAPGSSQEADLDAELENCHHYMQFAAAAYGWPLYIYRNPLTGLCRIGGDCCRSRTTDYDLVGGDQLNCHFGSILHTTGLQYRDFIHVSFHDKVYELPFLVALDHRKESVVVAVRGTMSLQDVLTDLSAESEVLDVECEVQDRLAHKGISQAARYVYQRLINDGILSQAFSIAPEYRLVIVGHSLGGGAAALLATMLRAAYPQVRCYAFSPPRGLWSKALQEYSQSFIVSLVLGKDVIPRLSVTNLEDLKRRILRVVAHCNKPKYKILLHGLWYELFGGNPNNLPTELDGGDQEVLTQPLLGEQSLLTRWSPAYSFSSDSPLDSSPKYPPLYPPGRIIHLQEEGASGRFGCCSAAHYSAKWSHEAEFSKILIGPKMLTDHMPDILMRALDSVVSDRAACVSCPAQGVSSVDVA
Tat transport: E. coli Tat export inhibitors, primary screen, MC4100, TorA-mCherry reporter, fluorescence, single point. inhibition, % at 10 µM. 340,000 compounds, 0.036% hits. AID 488895, 2010;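 active means mean replicate inhibition at least 50% and at least half of replicates individually reaching 50%; inconclusive means only one of the two criteria met; inactive means neither criterion met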;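 further: exported cargo escapes ClpAP degradation while cytoplasmic cargo is degraded and loses fluorescence; 0% = median of neutral control wells and 100% = median of NaSCN control wells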
Starred values were filed as active, the others as inactive; ? = inconclusive; · = no result given. An unsorted share of the library; about 1.9% have a hit in one of these screens.

Molecule	Rtt109 HAT inh	AddAB inh	Wnt bcat act	phage Ecoli inh	PfHsp90 yeast 2	PvdQ acylase	Ecoli viability	CAL PDZ inh	DAGLB inhibitor	Tat transport
Cc1ccc(OCC(=O)Nc2ccc3c(c2)OC(F)(F)O3)c([N+](=O)[O-])n1	1	6.0	·	2.7	-5	-3	-2.3	-1.8	0	-4
CCNC(=O)COc1ccc2ccccc2c1	2	1.8	?	2.3	18	35*	-2.9	0.8	-3	-10
CCCS(=O)(=O)NCCc1cc2cc(C)c(C)cc2[nH]c1=O	2	2.4	2	0.4	2	11	-0.4	-0.8	1	2
O=C1CC(c2cccnc2)c2cc3c(cc2N1)OCCO3 (configuration not stated)	6	0.6	3	5.4	-5	3	-0.8	-0.1	-2	-6
OCc1csc(=Nc2ccccc2)n1-c1ccccc1	-3	1.8	0	3.3	15	-3	1.2	0.0	-1	25
COC(=O)c1ccccc1NCC(=O)c1ccc(OC)cc1	-8	2.5	-4	1.5	11	-13	0.8	0.1	0	-9
CC(C)C[C@H](NC(=O)C1CC(=O)N(c2ccc(F)cc2)C1)C(=O)N1CCCCC1 (some centres not stated)	4	2.0	0	1.6	10	-1	2.5	-1.0	1	-5
CCOC(=O)c1c(C)n(C)c2ccc(OC)c(NC(=O)CN3CCN(C4CCCCC4)CC3)c12	8	-0.8	·	2.3	-14	7	-0.9	0.4	2	-3
COc1ccc(S(=O)(=O)N(C)C2(C)CCS(=O)(=O)C2)cc1OC (configuration not stated)	-8	3.0	1	3.4	-41	-11	-0.2	-0.7	3	-10
Cc1ccc(S(=O)(=O)Cn2nnnc2CN2CCN(C(=O)c3ccco3)CC2)cc1	-16	1.6	·	0.8	-21	-11	-1.5	-0.1	2	-9
CCCCCCS(=O)Cc1ccccc1 (configuration not stated)	-11	-0.3	·	1.6	5	-3	-0.8	-2.1	-2	2
CC1CN(S(=O)(=O)c2ccccc2)CC(C)O1 (configuration not stated)	-9	1.1	·	4.0	·	-12	0.8	-2.5	-4	4
O=C1CN(S(=O)(=O)c2ccc(F)cc2)CCN1	1	0.0	-4	0.6	-15	4	-1.6	-0.1	0	6
COc1cccc(NC(=O)N2CCCC2C(=O)NC(C)C)c1 (configuration not stated)	-19	-1.9	0	3.9	·	-16	-3.1	-0.4	1	7
O=C(NCCc1cccs1)C1CC(c2cccc(F)c2)=NO1 (configuration not stated)	-9	4.8	-3	-0.1	-10	4	2.7	-0.7	-2	-6
CCCN(CCC)S(=O)(=O)c1cc(CN2C(=O)c3cccnc3C2=O)ccc1OC	9	0.2	1	1.8	19	-23	-3.1	-0.1	0	-6
Clc1ncnc2c1oc1ccccc12	2	1.7	67*	2.8	-42	-27	0.3	-0.8	-2	-6
COc1cccc(-n2cc(CNCc3cn(C)nc3-c3ccccc3F)cn2)c1	1	4.1	2	-0.6	·	-7	-1.3	-2.9	0	10
COc1cc(CCC(=O)Nc2cccc(C(F)(F)F)c2)cc(OC)c1OC	3	1.6	·	1.1	-27	-12	0.9	-0.9	-4	3
Cc1ccc(C)c(C(=O)COc2ccc(C)nc2[N+](=O)[O-])c1	-13	2.4	·	1.1	-1	-1	0.2	-0.1	-2	3
COc1cc(C(=O)NC2=NCCS2)ccc1OCc1c(C)noc1C	2	1.6	·	2.1	13	-3	-2.0	0.0	-1	-9
COCc1cccc(C(=O)NC(c2ccccc2)c2ccccc2)c1	2	3.0	-4	2.7	-18	-5	-1.6	-2.2	-2	-6
COc1ccc(Cl)cc1NC(=O)CN(C)C(=O)Cc1ccc(-c2ccccc2)cc1	1	-2.1	-1	0.8	-19	-11	-1.6	-0.5	0	8
O=C1/C(=C/c2ccccc2)NC(=S)N1C(c1ccccc1)c1ccccc1	-5	2.2	·	1.5	-11	-5	-1.3	-0.1	-1	-10
O=C(Nc1ccccc1)c1cccc(N2C(=O)CCC2=O)c1	3	3.1	-1	3.0	-24	2	-0.6	-0.7	-2	-5

A few values from above:
In phage Ecoli inh, CCCN(CCC)S(=O)(=O)c1cc(CN2C(=O)c3cccnc3C2=O)ccc1OC is listed with 1.8
In phage Ecoli inh, COc1ccc(Cl)cc1NC(=O)CN(C)C(=O)Cc1ccc(-c2ccccc2)cc1 is listed with 0.8
In CAL PDZ inh, CC(C)C[C@H](NC(=O)C1CC(=O)N(c2ccc(F)cc2)C1)C(=O)N1CCCCC1 (some centres not stated) is listed with -1.0

Compound profiles, from the list above. Screens in order: Rtt109 HAT inh	AddAB inh	Wnt bcat act	phage Ecoli inh	PfHsp90 yeast 2	PvdQ acylase	Ecoli viability	CAL PDZ inh	DAGLB inhibitor	Tat transport
Listed for Cc1ccc(OCC(=O)Nc2ccc3c(c2)OC(F)(F)O3)c([N+](=O)[O-])n1 = 1	6.0	·	2.7	-5	-3	-2.3	-1.8	0	-4
Listed for COc1cccc(NC(=O)N2CCCC2C(=O)NC(C)C)c1 (configuration not stated) = -19	-1.9	0	3.9	·	-16	-3.1	-0.4	1	7

Next part:
Molecule	Rtt109 HAT inh	AddAB inh	Wnt bcat act	phage Ecoli inh	PfHsp90 yeast 2	PvdQ acylase	Ecoli viability	CAL PDZ inh	DAGLB inhibitor	Tat transport
CCc1cc(C(=O)N=Nc2c(O)[nH]c3ccc([N+](=O)[O-])cc23)c2ccccc2n1	·	-2.0	-1	3.3	-24	0	-4.2	-1.5	6	5
O=c1c2c([nH]c3ccc(Br)cc13)CCCC2	-2	2.5	·	4.6	15	-15	0.8	-2.1	0	-9
Cc1onc(-c2ccccc2)c1C(=O)NC(=S)NNC(=O)c1ccc(O)cc1	14	2.0	·	-0.3	5	4	-7.0	0.2	1	-13
CCOc1ccc(S(=O)(=O)/N=C(\N)c2ccccc2)cc1	-6	1.1	0	3.2	-2	-22	0.8	-2.4	-4	-4
CNc1snc(C)c1C(=O)OCC(=O)c1ccc(OC)c(F)c1	-4	1.3	-5	2.6	-1	-1	2.1	-0.4	-2	3
COc1ccc(N(CC(=O)NCCSc2ccccc2)S(=O)(=O)c2ccccc2)c(OC)c1	5	-1.3	-2	2.7	·	-17	-1.9	1.8	0	6
Cc1cccc(CC(=O)N2CCCC2)c1	0	2.7	-1	1.8	-16	-7	-0.3	0.2	2	1
O=C(COC(=O)c1ccccn1)Nc1c(Cl)cccc1Cl	1	0.0	0	1.1	-17	-6	2.4	-1.2	1	0
CC(C)CCn1c(SCC(=O)NC2CC2)nc2cc(Cl)ccc2c1=O	0	0.2	-2	2.4	-9	5	2.0	0.3	-2	-7
CCOC(=O)c1oc2ccc(S(=O)(=O)Nc3ccc4c(c3)n(C)c(=O)n4C)cc2c1C	·	-1.1	-2	2.2	-7	-4	0.5	-2.7	4	-6
COc1cc(/C=N/NC(=O)c2cccc(S(=O)(=O)N3CCCCC3)c2)cc(Br)c1O	15	-0.3	0	-4.3	·	4	1.2	0.8	-2	-7
CC(C)OC(=O)CCCCCN1C(=O)CSC1=S	6	0.8	-5	0.5	9	-4	1.1	·	-12	11
Nc1ccc(N(CCO)CCO)cc1	-1	-2.2	-1	2.6	22	-13	-2.1	·	-2	-7
C/C(Cl)=C\Cn1c(Nc2cccc(C)c2)nc2c1c(=O)n(C)c(=O)n2C	-4	-0.2	-2	0.6	-24	-16	0.4	-1.8	1	4
CCc1ccc(NC(=O)Cn2nnc(C(=O)NCc3ccc4c(c3)OCO4)c2N)cc1	-11	4.2	-3	2.8	-2	2	-0.3	-1.4	-3	-11
COCCCNC(=O)c1ccc(N2CCOCC2)c(NS(=O)(=O)c2ccc(OC)cc2)c1	-2	-0.6	·	0.3	12	19	-2.5	-1.6	1	-7
O=C(Nc1ccc(F)cc1F)c1csc(-c2cccs2)n1	2	-1.1	35*	1.8	-5	-5	-1.3	0.1	-23	3
COc1cccc(CNCc2cccnc2)c1OCc1ccccc1	2	-1.5	-2	-2.0	-9	-8	-1.0	-0.6	-2	3
Nc1cccc(Oc2ccc3c(c2)C(=O)N(CC2CCCO2)C3=O)c1 (configuration not stated)	-10	1.3	15	-5.1	0	-7	1.3	-1.3	-6	1
COc1cc(C(=O)NCc2nnc(SCC(=O)Nc3cccc(C)c3)o2)cc(OC)c1OC	4	0.5	·	0.3	12	-4	-0.1	·	-2	-5
COC(=O)Cc1cc(=O)[nH]c(/N=C(\N)Nc2cccc(C)c2)n1	4	0.0	2	-0.8	10	-5	1.3	-1.1	-4	0
CCCC(C)NC(=O)COC(=O)c1cccc(NS(C)(=O)=O)c1 (configuration not stated)	2	-0.6	-1	-0.1	11	-13	-0.7	9.1	-3	-2
O=C(CSc1ccc2nnc(-c3cccnc3)n2n1)Nc1ccccc1	-21	1.2	0	1.9	12	6	-2.0	-2.1	1	-4
Cc1cccc2c(C(=O)O)c3cccc(C)c3nc12	-6	2.2	-1	-0.9	14	-5	-1.5	0.7	4	-2
O=C(C1COc2ccccc2O1)N1CCCCC1 (configuration not stated)	0	-1.4	3	1.8	6	0	-1.9	0.5	-2	8
S=C(N/N=C/c1ccc(Cl)cc1)N1CCOCC1	-6	3.0	·	2.2	-3	-2	-1.0	-1.6	-2	-1
CCC1CCCCN1S(=O)(=O)c1ccc(NC(=O)c2cccnc2)cc1 (configuration not stated)	3	1.4	3	2.4	-18	-9	-0.4	-4.2	1	-4
OCc1cc(CO)c(O)c(CCc2ccccc2)n1	4	2.7	-1	0.5	-4	-9	0.6	-2.7	0	0
N#Cc1c(-c2cccs2)nc(SCC(=O)c2ccc(Br)cc2)[nH]c1=O	-1	4.2	6	0.8	-9	-12	1.1	-2.1	5	-2
COc1ccccc1N=Nc1ccc(O)c2ncccc12	-12	4.9	16	8.5	99*	-1	7.6	1.9	15	-10
CN(CCC1CCCCO1)C(=O)CCc1nnc(Cc2c[nH]c3ccccc23)o1 (configuration not stated)	-1	4.8	2	0.4	-13	-16	0.3	0.8	2	-5

Quoted at random: 2 records from the list.
Molecule	Rtt109 HAT inh	AddAB inh	Wnt bcat act	phage Ecoli inh	PfHsp90 yeast 2	PvdQ acylase	Ecoli viability	CAL PDZ inh	DAGLB inhibitor	Tat transport
CNc1snc(C)c1C(=O)OCC(=O)c1ccc(OC)c(F)c1	-4	1.3	-5	2.6	-1	-1	2.1	-0.4	-2	3
O=c1c2c([nH]c3ccc(Br)cc13)CCCC2	-2	2.5	·	4.6	15	-15	0.8	-2.1	0	-9
